LYPLA2 inh = blocks human lysophospholipase 2, a PME1 counter-screen | 0.38% of 320,000 active | O95372 | inhibition, % at 5.9 µM | recombinant LYPLA2, FP-Rh probe fluorescence polarization;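 active = inhibition above the screen-wide mean plus 3 SD, limit set per campaign, cut at about 26% in these data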;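 also: 0% = LYPLA2 with DMSO and 100% = wells lacking LYPLA2 enzyme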
LYPLA1 inh = LYPLA1 (human) inhibition in PME1 counter-screen | O75608 | 0.16% of 320,000 active | recombinant LYPLA1, FP-Rh probe fluorescence polarization | inhibition, % at 5.9 µM;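 active = inhibition above the mean of all tested compounds plus 3 SD, set per campaign, cut at about 14% in these data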;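 also: inhibitors block serine hydrolase probe labeling of LYPLA1 so polarization falls; 0% = enzyme with DMSO and 100% = wells lacking LYPLA1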
PAFAH1B2 FP inh = blocks human PAF acetylhydrolase 1b catalytic subunit 2; P68402; 1.2% of 340,000 active; inhibition, % at 3.39 µM; recombinant PAFAH1B2, FP-rhodamine activity probe, fluorescence polarization;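 active = inhibition above the mean of all tested compounds plus 3 SD, cut at about 24% in these data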;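 also: 0% = enzyme with DMSO and 100% = wells lacking PAFAH1B2; many of its hits are not listed in these tables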
Target sequence (P68402 whole entry, looked up): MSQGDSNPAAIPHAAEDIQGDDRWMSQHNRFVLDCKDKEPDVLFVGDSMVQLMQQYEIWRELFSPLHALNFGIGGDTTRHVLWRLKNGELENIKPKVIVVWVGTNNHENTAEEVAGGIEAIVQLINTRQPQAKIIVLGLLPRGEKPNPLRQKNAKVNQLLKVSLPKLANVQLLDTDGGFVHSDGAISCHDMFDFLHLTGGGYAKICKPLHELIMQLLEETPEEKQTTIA
PREPL inhibitor = human PREPL enzyme inhibition; Q4J6C6; recombinant PREPL, fluorescence polarization activity-based probe; inhibition, % at 5.96 µM; 0.68% of 320,000 active; in the data active = inhibition above about 43%;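 also: 0% = enzyme with DMSO and 100% = wells lacking enzyme; many of its hits are not listed in these tables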
Target sequence (Q4J6C6 whole entry, looked up): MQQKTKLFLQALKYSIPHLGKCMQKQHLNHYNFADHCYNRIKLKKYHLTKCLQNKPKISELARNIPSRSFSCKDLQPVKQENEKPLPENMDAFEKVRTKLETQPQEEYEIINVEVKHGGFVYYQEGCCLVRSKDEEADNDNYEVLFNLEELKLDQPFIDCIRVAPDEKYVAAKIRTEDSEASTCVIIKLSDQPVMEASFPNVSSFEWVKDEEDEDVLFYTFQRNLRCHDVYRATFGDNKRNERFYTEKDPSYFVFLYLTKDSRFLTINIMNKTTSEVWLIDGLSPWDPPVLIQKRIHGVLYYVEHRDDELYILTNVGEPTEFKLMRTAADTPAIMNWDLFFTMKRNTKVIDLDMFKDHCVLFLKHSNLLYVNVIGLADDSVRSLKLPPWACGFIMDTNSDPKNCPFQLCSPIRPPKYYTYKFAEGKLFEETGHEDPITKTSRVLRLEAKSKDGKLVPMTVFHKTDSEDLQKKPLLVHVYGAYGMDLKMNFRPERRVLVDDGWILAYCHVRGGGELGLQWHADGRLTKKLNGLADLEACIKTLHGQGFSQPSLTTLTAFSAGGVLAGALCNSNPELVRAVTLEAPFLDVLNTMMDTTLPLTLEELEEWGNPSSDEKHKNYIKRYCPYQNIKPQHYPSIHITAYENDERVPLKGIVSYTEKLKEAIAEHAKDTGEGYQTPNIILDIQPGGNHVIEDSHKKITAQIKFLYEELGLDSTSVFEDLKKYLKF
ZTA counter = counter-screen for EBNA-1 inhibitors: inhibitors of Epstein-Barr virus ZTA. ZTA-DNA binding, fluorescence polarization. 0.15% of 320,000 active. inhibition, % at 11 µM. AID 2234; in the data active = inhibition above about 33%
PAFAH1B3 FP inh = PAFAH1B3 (human) inhibition; AID 492972; recombinant PAFAH1B3, FP-rhodamine probe, fluorescence polarization; 0.28% of 340,000 active; Q15102; inhibition, % at 3.39 µM;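 active = inhibition above the screen-wide average of all tested compounds plus 3 SD, cut at about 25% in these data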;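 also: 0% = enzyme with DMSO only and 100% = wells lacking PAFAH1B3 protein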
PAFAH2 FP inh = inhibitors of human PAFAH2 | Q99487 | recombinant PAFAH2, FP-rhodamine activity probe, fluorescence polarization | inhibition, % at 3.39 µM | 0.99% of 340,000 active | AID 492956;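 active = inhibition above the mean over all tested compounds plus 3 SD, cut at about 30% in these data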;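 also: inhibitors block probe labeling of enzyme so polarization drops; 0% = enzyme with DMSO and 100% = wells lacking PAFAH2 protein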
EBNA-1 inhibitor = blocks EBNA-1 binding to DNA; 0.34% of 300,000 active; AID 1950; EBNA-1 DNA binding, fluorescence polarization; inhibition, % at 14.8 µM; in the data active = inhibition above about 28%
pPAFAH FP inh = inhibitors of human plasma PAF acetylhydrolase (pPAFAH). 1.5% of 330,000 active. inhibition, % at 3.39 µM. recombinant pPAFAH, FP-rhodamine probe fluorescence polarization. Q13093. AID 463082;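 active = inhibition above the mean inhibition across the screen plus 3 SD, cut at about 25% in these data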;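 also: inhibitors block binding of the rhodamine activity-based probe so polarization drops; 0% = enzyme with DMSO and 100% = wells lacking pPAFAH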
Numbers without * were called inactive; / = not tested or not shown. The list is partial, so the mix of outcomes need not match the whole.

SMILES | LYPLA2 inh | LYPLA1 inh | PAFAH1B2 FP inh | PREPL inhibitor | ZTA counter | PAFAH1B3 FP inh | PAFAH2 FP inh | EBNA-1 inhibitor | pPAFAH FP inh
CCC(C)(C)C1CCc2[nH]nc(C(=O)NCc3ccc(OC)cc3)c2C1 (stereo not given) | -16.3 | -5.2 | 6.3 | -7.5 | -1.4 | -1.5 | -2.9 | 9.3 | 2.9
S=c1[nH]nc(-c2ccc(Cl)cc2Cl)n1-c1ccccc1 | 3.0 | 2.1 | 13.0 | 6.7 | -7.7 | 5.7 | 9.8 | -0.8 | 0.1
CN(C)c1cccc(NC(=O)c2cccc3ccccc23)c1 | -9.1 | 0.3 | 3.6 | 1.9 | 1.5 | 14.0 | 13.2 | 2.9 | 7.3
COc1c(C(=O)Nc2ccccc2N2CCOCC2)cc2ccccc2c1Br | 0.1 | -1.6 | -2.5 | -0.4 | 5.7 | -2.1 | -5.4 | -7.2 | 5.8
CCC(C)(C)n1nnnc1C(c1ccc(OC)c(OC)c1)N1CCN(C(=O)c2ccco2)CC1 (stereo not given) | 1.8 | -2.4 | -1.4 | -15.2 | -7.5 | 7.5 | -5.4 | -12.8 | 2.8
COc1cccc(OC)c1C(=O)NC(=S)Nc1cccc(NC(=O)c2ccco2)c1 | -8.1 | -5.2 | 4.1 | -5.9 | -9.3 | -1.6 | -3.1 | -11.9 | -1.2
Cc1ccc2nc(SCc3cn4c(C)cc(C)nc4n3)[nH]c2c1 | -3.7 | -8.3 | / | 6.2 | 6.6 | / | / | -2.1 | 3.6
CCCCNC(=S)N1CCN(c2ccc(C(C)=O)cc2)CC1 | 5.3 | -1.2 | 1.8 | 7.6 | -4.7 | -5.5 | -0.4 | -16.8 | -4.5
Cc1cccc(COCC(Cc2ccccc2)N2CCN(C(=O)c3cccc(C)c3)CCC2=O)c1 (stereo not given) | -2.3 | -0.9 | 1.9 | 20.5 | 1.7 | 5.5 | 21.2 | 1.6 | 4.6
COCCCNC(=O)CC1C[C@H](C(=O)N2CCOCC2)[C@@]2(C)c3[nH]c4ccccc4c3CCN2C1=O (stereo not given in full) | / | / | 1.2 | 6.4 | / | 10.1 | 1.0 | / | 6.2
Cc1nn(-c2ncc(C(F)(F)F)cc2Cl)c(=O)n1-c1ccccc1 | -0.1 | -4.0 | 4.3 | 5.0 | 8.1 | 1.6 | 6.5 | 3.4 | -0.4
O=C(NCCN1CCOCC1)c1ccc(CS(=O)(=O)c2c(Cl)cccc2Cl)o1 | -10.0 | 0.8 | -0.7 | -18.7 | 5.1 | 2.2 | -4.4 | 7.0 | 0.8
COc1ccc2oc(=O)c(C(=O)OCc3ccccc3)cc2c1 | -1.2 | 0.2 | 2.4 | 3.7 | -1.6 | 6.4 | 13.1 | 1.0 | 0.8
O=C(CCC(=O)OCc1ccc(Cl)cc1)Nc1ccccc1 | 1.2 | 2.1 | 2.0 | 4.5 | 5.8 | 2.5 | 1.7 | -4.5 | -1.4
Cc1cc(C)nc(N2CCCC(C(=O)NC(C)C)C2)n1 (stereo not given) | -1.2 | 4.4 | 1.9 | -7.1 | -12.2 | 11.8 | 7.8 | -0.9 | 5.8
COc1ccc(N(CC(=O)N2CCN(c3ccc(F)cc3)CC2)S(=O)(=O)c2c(C)n[nH]c2C)cc1 | 0.9 | -0.4 | 1.0 | 8.6 | -5.7 | 6.2 | -0.2 | 7.2 | -4.0
COc1ccc(C(=O)NCC(=O)N/N=C/C(C)=C/c2ccccc2)cc1OC | 5.2 | -3.4 | -4.2 | 5.7 | -9.4 | 2.0 | -2.1 | 0.8 | 5.3
Cc1c(N2C(=O)c3cccc4cccc(c34)C2=O)cnn1C | 1.2 | 0.1 | 1.3 | 19.3 | -9.7 | 0.8 | -4.0 | 3.9 | 1.1
COC(=O)c1cc(C)sc1NC(=O)CCc1ccccc1 | -1.6 | -5.0 | 4.4 | -6.2 | -2.4 | 3.7 | 5.0 | -3.7 | -0.1
C/C(=N/NC(=O)CNC(=O)c1ccc2c(c1)OCO2)c1ccc2c(c1)CCCC2 | -0.6 | -3.9 | 1.7 | 2.1 | -1.5 | 8.6 | 7.6 | -7.3 | 1.3
CC(Oc1ccc2ccc(=O)oc2c1)C(=O)NCCCn1ccnc1 (stereo not given) | -1.9 | -2.1 | 1.4 | 4.8 | 7.8 | 2.4 | 1.3 | 2.7 | 5.5
Cn1cc(CN2CCN(Cc3cccnc3)CC2)c(-c2ccc3c(c2)OCCO3)n1 | 3.8 | 2.2 | -2.5 | 12.7 | -11.2 | 7.8 | 5.7 | -14.2 | -5.8
CCOC(=O)[C@@H]1[C@H]2COc3ccc(Br)cc3[C@H]2N2C(=O)N(c3ccc(Br)cc3)C(=O)[C@]12C | -9.4 | 0.4 | -5.6 | -104.2 | -3.6 | 0.4 | -21.4 | 6.2 | -1.3
O=C(COc1ccccc1-c1ccccc1)N/N=C/c1ccc2ccccc2c1 | -34.7 | -19.8 | -9.3 | -12.1 | 4.8 | 1.2 | -23.6 | 11.3 | -5.6
Cc1ccc(NC(=O)CSc2nc3ncc(Br)cc3[nH]2)cc1C | 0.0 | -1.3 | 4.0 | -8.9 | 4.8 | 0.0 | -0.5 | -0.1 | 0.5
CCC(=O)N1CCc2cc(S(=O)(=O)CCC(=O)NCCc3ccccc3)ccc21 | 2.3 | -2.9 | 0.0 | -1.6 | -7.7 | -1.8 | 0.1 | -6.5 | 1.8
O=C(CSc1nnc2ccc(-c3ccccn3)nn12)NCCc1ccccc1 | 6.0 | -3.8 | 4.1 | 15.1 | 0.2 | 9.7 | 0.5 | 5.3 | -0.9
O=C(NCCNC(=O)c1ccccc1F)c1ccco1 | 7.2 | -0.2 | 0.1 | 8.3 | 11.0 | -0.8 | -1.3 | -1.3 | -0.3
COc1cc(OC)cc(-c2c(-c3cccs3)c3cc(-c4ccc(OC)c(F)c4)ccc3n2C)c1 | -0.8 | -3.3 | -3.6 | 13.2 | -10.4 | 1.5 | -5.7 | / | 8.2
Cc1c(C)n2c(SCC(=O)N3CCN(c4ccccc4)CC3)nnc2[nH]c1=O | 4.3 | 0.5 | -1.6 | 14.2 | 2.2 | 8.5 | 3.0 | -8.2 | 2.2
Cc1cc(NC(=O)CSCC(=O)Nc2cc(C(F)(F)F)ccc2N2CCOCC2)no1 | 4.5 | 1.7 | 25.6* | -0.3 | 7.0 | 1.2 | -4.6 | / | 2.1
O=C(CN1C(=O)NC2(CCc3ccccc3C2)C1=O)Nc1ccc(F)cc1 (stereo not given) | 1.1 | 0.8 | 4.5 | -1.9 | 1.2 | 1.7 | 2.5 | -2.8 | 2.1
COc1ccccc1N1CCN(C(C)C(=O)Nc2ccc(S(=O)(=O)N3CCOCC3)cc2)CC1 (stereo not given) | 2.1 | 4.8 | -1.2 | 11.7 | -8.9 | 12.8 | -2.9 | -4.1 | 1.0
Cc1cc2ccccn2c1C(=O)c1ccc([N+](=O)[O-])cc1[N+](=O)[O-] | 0.1 | -0.8 | -3.4 | 3.0 | -4.0 | 2.5 | 7.8 | -9.1 | 3.4
Cc1cc(C)c(OCC(=O)Nc2nc(-c3ccccn3)cs2)c(C)c1 | -3.6 | -6.6 | 3.6 | -18.3 | 10.1 | 11.2 | 9.0 | -15.9 | -0.9
CCCn1nc(NS(=O)(=O)c2ccc(F)cc2)c2cc3ccccc3nc21 | 3.4 | -3.4 | 0.6 | 3.0 | 6.2 | 3.0 | 4.2 | -6.2 | 4.4
Cc1ccc(N(C(=O)c2nsc(Cl)c2Cl)C(C(=O)NC2CCCC2)c2ccc(O)cc2)cc1C (stereo not given) | 5.2 | -1.2 | 2.8 | 8.2 | -4.7 | 6.6 | -12.3 | -1.4 | -1.9
O=C(NCc1cccs1)c1ccc([N+](=O)[O-])cc1Cl | 2.1 | 4.3 | 1.0 | 17.5 | 3.1 | -0.2 | -6.0 | -5.2 | 4.7
CC(C)N(Cc1ccccc1)C(=O)CN1C(=O)COc2ccc(S(=O)(=O)N3CCCCCC3)cc21 | 6.6 | 2.4 | 4.8 | 3.3 | 13.6 | 0.1 | -1.7 | -4.5 | 3.1
O=C(O)CSC1=NC(=Nc2cccc(Cl)c2)C2(CCCCC2)N1c1ccccc1 | -1.3 | 0.6 | 1.6 | -0.5 | 18.3 | 2.1 | 8.4 | -1.1 | -2.1

As entered above.
Cc1cc(C)c(OCC(=O)Nc2nc(-c3ccccn3)cs2)c(C)c1 @ PAFAH2 FP inh: 9.0
CC(C)N(Cc1ccccc1)C(=O)CN1C(=O)COc2ccc(S(=O)(=O)N3CCCCCC3)cc21 @ LYPLA1 inh: 2.4

Other compounds follow.
SMILES | LYPLA2 inh | LYPLA1 inh | PAFAH1B2 FP inh | PREPL inhibitor | ZTA counter | PAFAH1B3 FP inh | PAFAH2 FP inh | EBNA-1 inhibitor | pPAFAH FP inh
O=C(NC1CCCC1)c1cc(-c2cccc(Cl)c2)on1 | 0.3 | -4.9 | -1.4 | 5.7 | 23.5 | 7.9 | -5.1 | 5.0 | 6.9
CCN(CC)c1ccc(C(=O)NNC(=O)CN2C(=O)NC(C)(c3ccccc3)C2=O)cc1 (stereo not given) | -0.6 | 1.7 | 3.8 | 7.7 | -4.1 | -2.1 | 7.4 | / | 5.5
COC(=O)c1ccc2nc(NC(=O)CN3C(=O)CCC3=O)sc2c1 | -2.1 | 1.1 | 2.4 | 1.1 | -12.2 | 1.5 | 7.3 | -14.9 | -3.7
O=C(C1CCOCC1)N1CCCC(N2CCN(c3ccc(F)cc3)CC2)C1 (stereo not given) | -2.2 | -0.3 | 8.6 | 12.3 | -5.0 | 3.2 | 3.9 | -10.4 | -3.6
COc1cccc(N(CC(=O)NC2CCCC2)C(=O)CCC(=O)Nc2cc(C)on2)c1 | -1.1 | -0.3 | -3.8 | 0.4 | 5.3 | -2.1 | -5.5 | 0.4 | 4.6
O=C(Cn1nc(Cl)nc1Cl)Nc1ccccc1 | 15.2 | 4.6 | 0.5 | -6.8 | 8.2 | 7.2 | 7.0 | 3.3 | -3.2
Cn1c(SCC(=O)N/N=C/C=C\c2ccco2)nc2ccccc21 | -4.0 | -2.8 | -0.4 | -8.2 | -4.8 | 0.7 | 7.4 | -4.6 | 10.2
CCN(CC)CCN(C(=O)c1ccc([N+](=O)[O-])cc1)c1nc2c(OC)cccc2s1 | 8.0 | 0.4 | 2.6 | -7.6 | 1.4 | 6.8 | 1.4 | -1.4 | -3.0
Cc1sc2ncnc(NC(C)C(=O)O)c2c1C (stereo not given) | 4.8 | -1.5 | 8.9 | 11.9 | -8.4 | 9.2 | -1.9 | -10.5 | -3.7
Cc1ccc(-n2c(=O)c3cc4c(=O)n(-c5ccc(C)c(C)c5)c(=O)c4c(C(=O)c4ccc(C(=O)O)cc4)c3c2=O)cc1C | 6.8 | -0.1 | 4.1 | 5.5 | -5.8 | 9.0 | 8.4 | 6.9 | 1.8
CCN(CC)c1ccc(NC(=O)/C=C/c2cc(Br)ccc2OC)cc1 | -7.3 | -2.6 | 7.1 | -4.4 | 9.9 | 7.1 | -6.6 | -7.0 | 8.9
Cc1c(OCc2ccccc2)cccc1OCc1ccccc1 | -10.5 | -3.2 | -4.1 | -1.9 | 8.8 | 4.7 | -9.1 | 6.5 | 2.2
Cc1nc(SCC(=O)NCCc2ccccc2)n[nH]1 | 5.3 | 4.7 | -3.5 | -17.9 | -2.6 | 6.2 | 2.2 | 5.9 | -1.7
COC(=O)c1ccncc1C(=O)Nc1ccc(OC)cc1 | -6.6 | -2.1 | -2.7 | 0.2 | 10.7 | 0.5 | -6.2 | -10.0 | 0.4
CCOC(=O)C1=C(N)Oc2cc(C)n(C)c(=O)c2C1c1ccncc1 (stereo not given) | 6.4 | 0.0 | 1.4 | -4.2 | 3.0 | -0.6 | -5.5 | 4.4 | 2.2

Screening data as filed in PubChem.
